# Screens deposited in PubChem by National Center for Advancing Translational Sciences (NCATS).
# HT1080 IDH1KD tx – qHTS for induction of synthetic lethality in tumor cells producing 2HG: qHTS for the HT-1080-IDH1KD cell line; HT-1080 IDH1 knockdown viability, ATP luminescence, 48 h; Potency, µM (doses to about 46.1 µM), without a hit: top-dose activity, negative = toxicity, most hits filed as cytotoxic; actives 2% (n = 360,000);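 also: 0% = DMSO wells and -100% = cell-free medium wells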
#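 Knockdown cells (IDH1KD HT-1080) received compounds 2 h after plating at 750 cells/well and were kept 48 h at 37 °C in 5% FBS RPMI. A CellTiter-Glo luminescence read gave % activity for curve fitting.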
# HT1080NT lethal – qHTS for induction of synthetic lethality in tumor cells producing 2HG: qHTS for the HT-1080-NT fibrosarcoma cell line; actives 1.6% (n = 360,000); Potency, µM (doses to about 46.1 µM), inactives show top-dose activity, negative = less viability, most hits filed as cytotoxic; HT-1080-NT fibrosarcoma viability, CellTiter-Glo ATP luminescence, 48 h; AID 686970, 2013;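 also: NT is the 2HG producing partner of a matched IDH1 knockdown line; 0% = DMSO-treated cells and -100% = media-only wells without cells; nearly all actives have a fitted effect of over 55% in size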
#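 750 cells/well, RPMI + 5% FBS; 2 h settle, compound pin-transfer, 48 h at 37 degrees C. CellTiter-Glo 10 min RT, luminescence. Normalized to DMSO and media-only wells.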
# GLP1R cytotox – qHTS of GLP-1 Receptor Inverse Agonists: Cytotox Screen | actives 0.13% (n = 410,000) | Potency, µM (titrated, usually from 38.3 µM), for the others: at the highest dose activity change, negative = inhibition, hits mostly inhibitors | AID 624418, 2012 | HEK293 cAMP-luciferase reporter cells, luminescence, 24 h;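 also: loss of luciferase light is scored as toxicity; % is scaled to controls: 0 for no effect and ±100 for the full control effect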
#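 Luminescence readout: signal drop marks cytotoxicity. Plated cells grew 12 h at 37 °C, 5% CO2, received 23 nL compound for 24 h, then got luciferase reagent, read after 12 min at RT.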
# SW480 rerep – A quantitative high throughput screen for small molecules that induce DNA re-replication in SW480 colon adenocarcinoma cells; SW480 DNA re-replication, Hoechst DNA content imaging, 48 h; Potency, µM (titrated, usually from 46.1 µM), for inactives: top-dose re-replication activation, usual class: activators; actives 1.8% (n = 340,000); AID 624297, 2012; also: % of control where 0% means no effect; nearly all actives have a fitted effect of over 55% in size
#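 Image-based DNA-content assay: after two days of treatment, nuclei were labelled with the DNA dye Hoechst and imaged, and hits were compounds raising the count of nuclei showing high fluorescence intensity.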
# GLP-1R agonist – qHTS of GLP-1 Receptor Agonists | Glucagon-like peptide 1 receptor (Homo sapiens), P43220 | HEK293 GLP-1R CRE-luciferase, luminescence, 4-6 h; cells express a hypersensitive GLP-1R form | Potency, µM (top dose mostly 45.6 µM), inactives show top-dose activation, actives largely listed as activators | actives 0.007% (n = 380,000); also: % of control where 0% means no effect
# Target sequence (P43220 whole entry, looked up): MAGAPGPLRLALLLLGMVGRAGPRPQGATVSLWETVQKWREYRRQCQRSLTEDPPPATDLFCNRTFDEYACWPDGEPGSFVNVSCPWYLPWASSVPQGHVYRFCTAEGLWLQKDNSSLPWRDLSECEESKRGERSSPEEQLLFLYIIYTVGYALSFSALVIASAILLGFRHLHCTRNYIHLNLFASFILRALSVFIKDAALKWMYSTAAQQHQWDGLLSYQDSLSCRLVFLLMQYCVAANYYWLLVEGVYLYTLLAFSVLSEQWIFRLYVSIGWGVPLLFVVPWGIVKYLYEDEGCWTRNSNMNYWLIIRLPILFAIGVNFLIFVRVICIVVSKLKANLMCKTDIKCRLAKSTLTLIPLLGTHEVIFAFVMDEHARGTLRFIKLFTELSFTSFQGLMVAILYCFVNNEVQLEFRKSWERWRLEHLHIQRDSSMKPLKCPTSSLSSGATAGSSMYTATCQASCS
# TDP-43 yeast inh – qHTS of TDP-43 Inhibitors. TDP-43 expressing yeast growth rescue, BacTiter-Glo, 24 h. Potency, µM (titrated, usually from 46.1 µM), inactives show top-dose growth rescue (activation), actives largely listed as activators. actives 1.8% (n = 410,000). AID 652104, 2013; also: % of control where 0% means no effect; nearly all actives have a fitted effect of over 50% in size
#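 Growth rescue of TDP-43-toxic yeast measured as ATP luminescence (BacTiter-Glo). Cells grown to mid-log in raffinose, induced in galactose at OD600=0.02, exposed to compound 24 hr at 30 deg C.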
# GLP1R inv ag – qHTS of GLP-1 Receptor Inverse Agonists (Inhibition Mode); Potency, µM (series often up to 38.3 µM), for inactives: at the top dose activity change, negative = inhibition, usual class: inhibitors; actives 1.6% (n = 410,000); Glucagon-like peptide 1 receptor (Homo sapiens), P43220; HEK293 GLP-1R CRE-luciferase, luminescence, 24 h; GLP-1R form is constitutively active; also: % is scaled to controls: 0 for no effect and ±100 for the full control effect; nearly all actives have a fitted effect of over 55% in size
#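 Readout was luciferase luminescence, measured 12 min after detection reagent at room temperature. Beforehand, GLP-1R reporter HEK293 cells had sat 12 h, then received compounds for 24 hr at 37 deg C.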
# KB-3-1 tox – qHTS assay for MDR1-selective chemotherapeutics: Primary screen using the parental adenocarcinoma cell KB-3-1; AID 1347075, 2019; Potency, µM (highest dose often 46.1 µM), for the others: at the highest dose activity change, negative = cytotoxic, most hits filed as cytotoxic; KB-3-1 viability, CellTiter-Glo ATP luminescence, 72 h; actives 1.4% (n = 400,000); also: % is scaled to controls: 0 for no effect and ±100 for the full control effect; nearly all actives have a fitted effect of over 60% in size
#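 Parental KB-3-1 viability, qHTS format: 72 h compound exposure, 37 °C; CellTiter-Glo; media-only wells and DMSO plates as controls; concentration-effect fits on corrected data.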
# KB-V1 MDR tox – qHTS assay for MDR1-selective chemotherapeutics: Primary screen using the drug-selected MDR subline cells KB-V1 | KB-V1 MDR cells viability, CellTiter-Glo, 72 h | Potency, µM (top dose mostly 46.1 µM), inactives show at the highest dose activity change, negative = cytotoxicity, actives largely listed as cytotoxic | actives 3.4% (n = 400,000) | AID 1347076, 2019; also: % is scaled to controls: 0 for no effect and ±100 for the full control effect; nearly all actives have a fitted effect of over 60% in size
#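 Following 72 h at 37 degrees C with compound, KB-V1 cell viability was read by CellTiter-Glo luminescence, medium being phenol-red-free DMEM plus 10% FBS; concentration-response parameters came from normalized, curve-fitted qHTS data.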
# Active calls of the source: *; ? = inconclusive; / = no result given; [ ] = dose if it differs, or a comment. Calls follow the shape of the dose curve; as a rule, active = well fitted curve in the direction sought with a large enough effect; inconclusive = small, poorly fitted or top-dose-only effect, or another doubt; inactive = no such curve, though single readings can be large; an effect the other way counts as inactive or inconclusive. Potency is read from the fitted curve at half-maximal effect.
SMILES,HT1080 IDH1KD tx,HT1080NT lethal,GLP1R cytotox,SW480 rerep,GLP-1R agonist,TDP-43 yeast inh,GLP1R inv ag,KB-3-1 tox,KB-V1 MDR tox
CCOC(=O)N1CCN(C(=S)NC(=O)c2cccc(OC)c2)CC1,-16%,-22%,?,10%,4%,-20%,?,-19%,0%
Cc1ccc(-n2nc(C)c(/C=N/NC(=O)c3cccs3)c2Cl)cc1,-23%,?,-25%,26%,1%,21%,7%,?,?
COc1cc(OC)c(OC)cc1/C=C1\CC(C)C/C(=C\c2cc(OC)c(OC)cc2OC)C1=O (stereo not drawn),?,?,-3%,?,-5%,18%,?,?,2%
Cc1cccc(N=NC(=S)NNc2cccc(C)c2)c1,0%,0%,-1%,-2%,-1%,?,1%,/,/
Cc1ccn2c(C(=O)N/N=C/c3ccc(Cl)cc3)c(C)nc2c1,-1%,3%,-2%,25%,4%,8%,-15%,28%,3%
CC(C)NC(=O)C(=O)NNC(=O)C12CC3CC(CC(C3)C1)C2,-12%[9.24 µM],0%,-9%,-3%,3%,1%,2%,-1%,?
COc1ccccc1C(CNC(=O)c1cccc(S(=O)(=O)N2c3ccccc3CC2C)c1)N(C)C (stereo not drawn),-5%,?,3%,205%,-2%,-18%,?,-5%,0%
C/C(=N\NC(=O)c1ccc(CN2CCc3ccccc3C2)cc1)c1ccccc1O,21µM*,?,24%,21µM*,8%,1%,?,15µM*,?
COC(=O)[C@]1(C)N[C@H](c2ccc(-c3ccc(Cl)c(Cl)c3)c(OC)c2)[C@@H]2C(=O)N(C)C(=O)[C@@H]21,?,?,7%,?,3%,?,2%,?,-25%
CCOC(=O)c1c(-c2ccccc2)csc1NC(=O)c1cccc(N2C(=O)CCC2=O)c1,?,?,-19%,?,-2%,17%,-15%,2%,?
O=C(N/N=C/c1ccnc2ccccc12)c1ccccc1O,-3%,-1%,0%,24%,3%,-2%,56%[activator],2%,-3%
COc1ccccc1-c1c(NC(=O)C(C)C)n(C)c2ccccc2c1=O,13%,12%,-4%,-9%,1%,18%,1%,-2%,15%
Cc1ccc(C2=NN(CC(=O)NCc3ccccn3)C(=O)CC2)cc1,15%,12%,-6%,-1%,12%,10%,12%,6%,?
O=C1Nc2cc(C(=O)N3CCN(c4ccccn4)CC3)ccc2S/C1=C\c1ccccc1,9%,2%,5%,-7%,-1%,-10%,-8%,?,0%
Nn1c(SCc2ccc([N+](=O)[O-])cc2)nc2ccccc2c1=O,0%,-1%,13%,-16%,7%,9%,4%,1%,7%
Nc1ccccc1C(=O)N=Nc1[nH]c(N)c2ccccc12,-1%,-3%,-1%,-7%,11%,-16%[0.397 µM],15%,2%,3%
Cc1cccc(NC(=O)CN2C(=O)S/C(=C\c3ccc(O)c([N+](=O)[O-])c3)C2=O)c1,-8%,-3%,?,3%,-1%,-5%[9.22 µM],-22%,-3%,-7%
O=C1c2ccccc2S(=O)(=O)c2cc(N3CCN(c4ccccn4)CC3)ccc21,13%,16%,7%,-7%,0%,16%,4%,?,26%
Nc1cc(N)cc(Cc2ccccc2)c1,0%,8%,3%,/,6%,20%,17%,0%,3%
O=C(CC(c1cccs1)N1Cc2ccccc2C1=O)Nc1ccc(F)c(Cl)c1 (stereo not drawn),/,/,1%,/,-2%,-15%,-12%,-2%,?
COc1cc(N/N=C/c2ccc(N(C)C)cc2)ncn1,-4%,-12%,7%,-3%,-4%,13%,?,2%,6%
COC(=O)NNC(=O)COc1ccc(Br)c(C)c1,-10%,-3%,-3%,1%,-13%,-9%,-4%,0%,29%
Cc1ccc(-c2cc(C(=O)Nc3ccc(SC(F)F)cc3)no2)cc1F,/,/,-7%,/,/,14%,6%,-2%,?
O=C(NC(=S)NCCc1ccccc1)c1ccccc1,?,?,?,?,4%,23%,-13%,7%,?
O=C1C=C(c2ccc(CO)cc2)C[C@@H](c2ccc3c(c2)OCO3)C1,-2%,0%,1%,-21%,8%,13µM*,12%,2%,-4%

# Compounds listed so far with a Cl atom (four):
SMILES,HT1080 IDH1KD tx,HT1080NT lethal,GLP1R cytotox,SW480 rerep,GLP-1R agonist,TDP-43 yeast inh,GLP1R inv ag,KB-3-1 tox,KB-V1 MDR tox
Cc1ccc(-n2nc(C)c(/C=N/NC(=O)c3cccs3)c2Cl)cc1,-23%,?,-25%,26%,1%,21%,7%,?,?
Cc1ccn2c(C(=O)N/N=C/c3ccc(Cl)cc3)c(C)nc2c1,-1%,3%,-2%,25%,4%,8%,-15%,28%,3%
COC(=O)[C@]1(C)N[C@H](c2ccc(-c3ccc(Cl)c(Cl)c3)c(OC)c2)[C@@H]2C(=O)N(C)C(=O)[C@@H]21,?,?,7%,?,3%,?,2%,?,-25%
O=C(CC(c1cccs1)N1Cc2ccccc2C1=O)Nc1ccc(F)c(Cl)c1 (stereo not drawn),/,/,1%,/,-2%,-15%,-12%,-2%,?

# Other entries follow:
SMILES,HT1080 IDH1KD tx,HT1080NT lethal,GLP1R cytotox,SW480 rerep,GLP-1R agonist,TDP-43 yeast inh,GLP1R inv ag,KB-3-1 tox,KB-V1 MDR tox
C[n+]1cccc(C(=O)[O-])c1,9%,?,4%,15%,3%,17%,1%,0%,-1%
CC1=C(C(=O)OCc2ccc3c(c2)OCO3)C(c2ccc(F)cc2)NC(=O)N1 (stereo not drawn),5µM*,4.5µM*,?,-1%,7%,-10%,?,15µM*,8.2µM*
COc1ccc(C(=O)N2CCCC(c3nc(-c4ccc(OC)c(OC)c4)no3)C2)c(OC)c1 (stereo not drawn),-8%,-4%,5%,4%,0%,2%,22%,-17%,4.1µM*
O=C(CCNS(=O)(=O)c1ccc2c(c1)CCN2C(=O)C1CC1)Nc1ccc(F)cc1F,/,/,1%,/,10%,14%,4%,-5%,0%
COc1ccc(/C=N/Nc2nc(-c3cccnc3)nc3ccccc23)cc1OC,-25%,-14%,?,-2%,25%,0%,-27%,0%,-11%
COc1ccc(-c2csc(C(NC(C)=O)c3cccc(OC)c3)n2)cc1 (stereo not drawn),13%,12%,-5%,/,6%,25%,-12%,0%,6%
COC(=O)c1ccc(NC(=S)Nc2ccccn2)cc1,-17%,1%,-25%,-4%,2%,11%,?,?,0%
COc1cccc(C(=O)COc2ccccc2-c2ccccc2)c1,-13%,-18%,9%,?,15%,12%,?,0%,-12%
CCCCN(CC)C(=O)CSc1nc2c(sc3ccccc32)c(=O)n1CCc1ccccc1,/,/,-1%,/,0%,12%,14%,-11%,16%
O=C(NNC(=O)C(c1ccccc1)c1ccccc1)c1cccs1,5%,8%,0%,-1%,-7%,-7%,-8%,-8%,0%
Fc1ccc(Oc2nc(-c3ccccn3)nc3ccccc23)cc1,?,-23%,?,63%,12%,26%,2.8µM*,7%,?
COc1cc(-c2c(NC(=O)c3ccco3)oc3ccccc3c2=O)cc(OC)c1OC,5%,6%,-7%,0%,4%,13%,16%,12%,-1%
Cc1ccc(OCC(O)Cn2c(N3CCCCC3)nc3c2c(=O)[nH]c(=O)n3C)cc1C (stereo not drawn),6%,1%,3%,?,6%,6%,10%,13%,0%
COc1cccc(NC(=O)Nc2nnc(Cc3ccc(OC)c(OC)c3)s2)c1,-19%,-22%,-12%,25%,8%,-4%,23%,-2%,2%
CCN1C(=NCCc2ccc(Br)cc2)N[C@@H](c2ccccc2)[C@H](C(=O)OC)[C@H]1C,-28%,-22%,7%,13%,1%,-8%,?,-15%,0%
CC1CCN(S(=O)(=O)c2ccc3c(c2)N(CC(=O)NCCCN2CC(C)CC(C)C2)C(=O)CS3)CC1 (stereo not drawn),1%,7%,?,28%,-1%,11%,?,3%,8%
CCC(=O)Nc1ccc(Oc2ccc(NC(=O)CC)c(NC(=O)CC)c2)cc1,0%,-6%,13%,-36%[inhibitor],-1%,4%,20%,10%,8%

# Reprinted at random: 3 compounds from above
SMILES,HT1080 IDH1KD tx,HT1080NT lethal,GLP1R cytotox,SW480 rerep,GLP-1R agonist,TDP-43 yeast inh,GLP1R inv ag,KB-3-1 tox,KB-V1 MDR tox
CCN1C(=NCCc2ccc(Br)cc2)N[C@@H](c2ccccc2)[C@H](C(=O)OC)[C@H]1C,-28%,-22%,7%,13%,1%,-8%,?,-15%,0%
CCC(=O)Nc1ccc(Oc2ccc(NC(=O)CC)c(NC(=O)CC)c2)cc1,0%,-6%,13%,-36%[inhibitor],-1%,4%,20%,10%,8%
COc1ccc(C(=O)N2CCCC(c3nc(-c4ccc(OC)c(OC)c4)no3)C2)c(OC)c1 (stereo not drawn),-8%,-4%,5%,4%,0%,2%,22%,-17%,4.1µM*

# Single values from above:
# GLP1R cytotox with Cc1ccc(OCC(O)Cn2c(N3CCCCC3)nc3c2c(=O)[nH]c(=O)n3C)cc1C (stereo not drawn) : 3%
# HT1080NT lethal with COC(=O)c1ccc(NC(=S)Nc2ccccn2)cc1 : 1%
# GLP-1R agonist with CCN1C(=NCCc2ccc(Br)cc2)N[C@@H](c2ccccc2)[C@H](C(=O)OC)[C@H]1C : 1%
# HT1080 IDH1KD tx with CCC(=O)Nc1ccc(Oc2ccc(NC(=O)CC)c(NC(=O)CC)c2)cc1 : 0%
